TrxR1 substrate = qHTS Assay for Substrates of Mammalian Selenoprotein Thioredoxin Reductase 1 (TrxR1): qHTS; Thioredoxin reductase 1, cytoplasmic (Rattus norvegicus), O89049; purified TrxR1 substrate turnover, NADPH consumption readout; Potency, µM (series often up to 114 µM), for inactives: at the highest dose activity change, negative = substrate turnover; 390,000 compounds, 0.01% hits; AID 588456, 2011; also: % is scaled to controls: 0 for no effect and ±100 for the full control effect; nearly all actives have a fitted effect of over 50% in size
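Rat TrxR1, dispensed at 90 nM, was prereduced with 400 uM NADPH (final) for 5 min at ~22 deg C, then incubated with compound 15 min before 400 uM selenite. A first-read NADPH fluorescence drop versus no-compound background flagged substrates.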
Vif-A3F inh = qHTS for Inhibitors of Vif-A3F Interactions: qHTS; HeLa A3F-eYFP + Vif (tagged APOBEC3F with the HIV-1 protein that degrades it), YFP fluorescence increase; Potency, µM (doses to about 46.1 µM), for the others: top-dose activity, negative = active; 390,000 compounds, 0.2% hits; AID 602313, 2012; also: % of control where 0% means no effect; nearly all actives have a fitted effect of over 65% in size
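Fluorescence increase (Ex 488/Em 500-530) after overnight compound treatment at 37 deg C flags inhibition of Vif-driven A3F-eYFP loss in stable HeLa A3F-eYFP/Vif cells seeded overnight beforehand.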
RXFP1 agonist = qHTS Assay for Agonists of the Relaxin Receptor RXFP1. HEK293T-RXFP1 cAMP TR-FRET, 30 min; response scale: percent of porcine relaxin response, buffer zero. Potency, µM (top dose mostly 57.5 µM), for inactives: top-dose activation, usual class: activators. 370,000 compounds, 0.3% hits; also: % is scaled to controls: 0 for no effect and ±100 for the full control effect; nearly all actives have a fitted effect of over 60% in size; many of its hits are not listed in these tables
Target sequence (Q9HBX9 whole entry, looked up): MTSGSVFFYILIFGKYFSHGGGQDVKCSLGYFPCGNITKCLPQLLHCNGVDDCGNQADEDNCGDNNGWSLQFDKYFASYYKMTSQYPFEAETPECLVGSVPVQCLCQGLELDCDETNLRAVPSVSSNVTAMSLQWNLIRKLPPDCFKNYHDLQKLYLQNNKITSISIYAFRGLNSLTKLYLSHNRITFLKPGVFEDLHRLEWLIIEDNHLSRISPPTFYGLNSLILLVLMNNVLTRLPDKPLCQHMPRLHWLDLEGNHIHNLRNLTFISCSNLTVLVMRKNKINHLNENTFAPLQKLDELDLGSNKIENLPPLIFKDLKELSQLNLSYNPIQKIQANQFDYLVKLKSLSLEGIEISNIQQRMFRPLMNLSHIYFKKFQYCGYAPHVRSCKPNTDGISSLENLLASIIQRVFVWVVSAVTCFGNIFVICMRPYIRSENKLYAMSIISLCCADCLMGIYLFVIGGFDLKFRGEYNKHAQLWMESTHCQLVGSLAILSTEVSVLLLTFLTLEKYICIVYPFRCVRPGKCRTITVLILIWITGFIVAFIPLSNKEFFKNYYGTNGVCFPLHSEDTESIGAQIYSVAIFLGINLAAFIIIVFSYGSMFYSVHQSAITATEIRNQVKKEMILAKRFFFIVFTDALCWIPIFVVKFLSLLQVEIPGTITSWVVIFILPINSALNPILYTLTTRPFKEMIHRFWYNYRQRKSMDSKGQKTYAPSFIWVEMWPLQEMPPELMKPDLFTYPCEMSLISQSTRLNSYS
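Agonist response is measured as cAMP accumulation in an RXFP1-transfected HEK293T line under PDE4 inhibition. Values are scaled between buffer-only and 29 nM porcine relaxin, and EC50s come from standard Hill equation fits.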
IDH1 R132H inh = qHTS for Inhibitors of mutant isocitrate dehydrogenase 1 (IDH1): qHTS; Isocitrate dehydrogenase [NADP] cytoplasmic (Homo sapiens), O75874; IDH1-R132H enzyme, NADPH consumption, diaphorase/resazurin fluorescence; Potency, µM (highest dose often 76.6 µM), for inactives: at the highest dose activity change, negative = inhibition, most hits filed as inhibitors; 390,000 compounds, 0.093% hits; also: % is scaled to controls: 0 for no effect and ±100 for the full control effect; nearly all actives have a fitted effect of over 65% in size
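IDH1-R132H (0.5 ug/mL) preincubated 30 min with compound, then NADPH (0.016 mM) and alpha-KG (2 mM) added; 80 min at RT, pH 7.5. Remaining NADPH coupled via diaphorase/resazurin to fluorescence (540/590 nm); concentration-response curves normalized to no-enzyme control.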
TrxR1 inh = qHTS Assay for Inhibitors of Mammalian Selenoprotein Thioredoxin Reductase 1 (TrxR1): qHTS | Potency, µM (highest dose often 114 µM), without a hit: at the highest dose activity change, negative = inhibition, most hits filed as inhibitors | recombinant rTrxR1, NADPH fluorescence consumption, selenite substrate | AID 588453, 2011 | 390,000 compounds, 1% hits | Thioredoxin reductase 1, cytoplasmic (Rattus norvegicus), O89049; also: % is scaled to controls: 0 for no effect and ±100 for the full control effect; nearly all actives have a fitted effect of over 65% in size
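Rat TrxR1 (90 nM in the dispensed reagent) was pre-reduced with 400 uM NADPH for 5 min at room temperature, then incubated with compound for 15 min. After 400 uM selenite was added, NADPH fluorescence (Ex 340/Em 450 nm) was followed for 8 min.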
RGS4 inh = Inhibitors of Regulator of G Protein Signaling (RGS) 4: qHTS; Transcreener GDP fluorescence polarization, RGS4-accelerated GTP hydrolysis; Regulator of G-protein signaling 4 (Homo sapiens), P49798; 390,000 compounds, 0.039% hits; Potency, µM (top dose mostly 114 µM), for the others: at the top dose activity change, negative = inhibition, most hits filed as inhibitors; AID 504845, 2011; also: % is scaled to controls: 0 for no effect and ±100 for the full control effect; nearly all actives have a fitted effect of over 75% in size; some results filed as inactive show a strong effect at the top dose
Target sequence (P49798 whole entry, looked up): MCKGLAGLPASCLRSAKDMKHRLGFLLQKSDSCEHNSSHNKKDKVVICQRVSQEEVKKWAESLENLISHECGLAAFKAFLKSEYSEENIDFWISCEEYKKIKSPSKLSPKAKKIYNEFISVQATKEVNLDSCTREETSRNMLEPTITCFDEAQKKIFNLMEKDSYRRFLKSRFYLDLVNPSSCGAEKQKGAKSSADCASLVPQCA
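MLSMR compounds (23 nl, pin-transferred) preincubated 10 min at room temperature with a 500nM (2x) first reagent, then RGS4 at 900nM (2x) plus Transcreener GDP mix added; fluorescence polarization (620/688 nm) read before and after 90 min at 30 °C.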
USP1-UAF1 inh = Inhibitors of USP1/UAF1: Primary Screen | AID 743255, 2014 | recombinant USP1/UAF1, Ub-Rhodamine cleavage fluorescence | Ubiquitin carboxyl-terminal hydrolase 1 (Homo sapiens), O94782 | 390,000 compounds, 0.23% hits | Potency, µM (series often up to 57.1 µM), inactives show at the highest dose activity change, negative = inhibition, usual class: inhibitors; also: % is scaled to controls: 0 for no effect and ±100 for the full control effect; nearly all actives have a fitted effect of over 60% in size; inactives centre near -12
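1 nM enzyme complex + cpd, 15 min RT; start with Ub-Rho 150nM final; kinetic fluorescence ex 480/em 540, 6 reads q60 s. Buffer 50mM HEPES pH 7.8, 0.5mM EDTA, 0.1 mg/ml BSA, 1mM TCEP, 0.01% Tween-20.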
Vif-APOBEC3G blk = qHTS for Inhibitors of Vif-A3G Interactions: qHTS | 410,000 compounds, 0.076% hits | Potency, µM (titrated, usually from 46.1 µM), inactives show at the top dose activity, negative = active, actives largely listed as inhibitors | AID 602310, 2012 | HeLa A3G-eYFP + Vif (tagged APOBEC3G with the HIV-1 protein that degrades it), YFP fluorescence, overnight;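 also: % is scaled to controls: 0 for no effect and ±100 for the full control effect; nearly all actives have a fitted effect of over 60% in size; hits raise eYFP signal because A3G escapes Vif-driven loss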
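HeLa cells stably expressing Vif and C-terminally eYFP-tagged A3G, seeded overnight at 37 deg C, then exposed to compound by pintool overnight at 37 deg C. Rise in yellow fluorescence (Ex 488/Em 500-530, Acumen) marks blocked Vif-driven A3G degradation.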
ALOX12 inh = Primary qHTS assay for inhibitors of human arachidonate 12S-lipoxygenase (ALOX12): Round 2 | Polyunsaturated fatty acid lipoxygenase ALOX12 (Homo sapiens), P18054 | purified 12hLO, xylenol orange hydroperoxide absorbance | Potency, µM (doses to about 108 µM), inactives show at the highest dose activity change, negative = inhibition, actives largely listed as inhibitors | 580,000 compounds, 1.1% hits; also: % is scaled to controls: 0 for no effect and ±100 for the full control effect
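Purified human 12hLO at 150 nM in 25 mM Hepes, 0.01% Triton X-100, pH 7.0, preincubated 15 min at room temperature with compound. Reaction started with 40 uM arachidonic acid, 30 min at room temperature. Hydroperoxide measured by Fe-xylenol orange, 573/405 nm absorbance ratio.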
An asterisk follows results filed as active; u = inconclusive; x = no result given; [ ] = another dose, or the depositor's remark. Calls follow the shape of the dose curve; as a rule, active = well fitted curve in the direction sought with a large enough effect; inconclusive = small, poorly fitted or top-dose-only effect, or another doubt; inactive = no such curve, though single readings can be large; an effect the other way counts as inactive or inconclusive. Potency is read from the fitted curve at half-maximal effect.

SMILES	TrxR1 substrate	Vif-A3F inh	RXFP1 agonist	IDH1 R132H inh	TrxR1 inh	RGS4 inh	USP1-UAF1 inh	Vif-APOBEC3G blk	ALOX12 inh
CCn1c(=O)c2sccc2n(Cc2ccccc2)c1=O	0%	-9%	-0.7%	1%	3%	1%	-4%	-6%	x
COc1cc(C(=O)OCC(=O)Nc2ccc(SC(F)F)cc2)cc(OC)c1OC	-9%	1%	-0.7%	7%	-2%	17%	-18%	-2%	-12%
CCCNC(=O)c1cc(S(=O)(=O)N2CCCCC2)ccc1N1CCOCC1	-16%	0%	0.4%	4%	-15%	1%	-11%	0%	-11%
CN(Cc1cn(-c2ccccc2)nc1-c1cc2ccccc2o1)C(=O)CCC(=O)O	82%	5%	3.9%	6%	21%[57.1 µM]	u	-16%	-2%	-4%
Cc1ccc2c(c1)c1c(n2C)C(=O)CCC1	2%[57.1 µM]	-10%	2.3%	1%	14%[57.1 µM]	-4%	-11%	-1%	u
COc1ccc(OC)c(CNC(=O)CCSCc2ccc(F)cc2Cl)c1	-3%	9%	-0.4%	2%	9%	14%	-1%	-1%	-1%
Cc1cccc(C(=O)Nc2ccccc2C(=O)OCc2c(C)noc2C)c1	7%	9%	4.1%	1%	31%	-5%	-9%	-5%	0%
O=C(Cc1ccccc1F)NC1CCCN(Cc2ccc(Cl)cc2)C1 (stereo not drawn)	9%	7%	1.5%	7%	30%	1%	-19%	0%	-65%
Cc1cc(C(=O)N2CCN(C(=O)c3ccco3)CC2)ccc1[N+](=O)[O-]	-4%	0%	0.3%	-2%	-7%	-4%	-11%	-2%	9%
COc1ccc(OC)c(C2C3CN(C(C)C)CC=C3C(C#N)=C(N)C2(C#N)C#N)c1 (stereo not drawn)	8%	-15%	3.2%	-26%	-27%	u	u	-13%	0%
COc1ccc(Br)cc1S(=O)(=O)NNC(=O)c1c(C)nc2ccccn12	9%	-38%	1.8%	-3%	17%[57.1 µM]	-13%	-14%	-1%	-24%
C=CCNc1c2c(nc3ncnn13)CC(C)CC2 (stereo not drawn)	-1%	-3%	14%	10%	-1%[57.1 µM]	1%	-10%	-5%	-5%
CCC(=O)N1CCc2cc(S(=O)(=O)Nc3cc(C)ccc3OC)ccc21	-3%	-1%	-1.1%	-7%	10%	-13%	-14%	0%	-6%
Cc1ccc(CN2CCN(CC(=O)NC(C)CCc3ccccc3)C2=O)cc1 (stereo not drawn)	0%	3%	-0.3%	-4%	6%	-10%	-13%	5%	1%
COc1cccc(NC(=O)c2ccc(CN3CCc4ccccc4C3)cc2)c1	-13%	0%	2.3%	1%	-6%	44%	3%	0%	8%
COc1ccc(NC(=S)Nc2cccc(C(F)(F)F)c2)c(C)c1	-12%	3%	1.5%	-10%	u	-28%	-24%	-4%	u
Cc1cc(C)c2c(n1)nn1c(C)c(CCC(=O)NCc3ccccc3Cl)c(C)nc21	32%[activator]	-6%	u	13%	13%	20%	-19%[11.4 µM]	1%	-26%
COC(=O)C1=CN(C)C=C(C(=O)OC)C1c1ccsc1	352%[activator]	-1%	2.5%	7%	-27%	-11%	-22%	-4%	-9%
O=C1C=CC(=O)N1c1ccc(N2CCCCC2)cc1	-1%	6%	0.6%	-7%	0.71µM*	u	-1%	-26%	-7%
COc1ccc(CC(=O)c2ccc(OC)c(OC)c2)cc1	-6%	3%	1.4%	6%	-14%	-16%	-15%	0%	-23%
COc1ccc(CCNC(=O)C2CCC(C(C)(C)C)CC2)cc1OC (stereo not drawn)	-4%	1%	-0.6%	5%	8%	-16%	-24%	5%	-8%
O=C(O)C1C2C=CC(C2)C1C(=O)Nc1cccc(F)c1 (stereo not drawn)	0%	3%	2.7%	0%	2%	7%	-7%	7%	u
COc1ccc(C(=O)N/C(=C/c2cccs2)C(=O)N2CCN(C)CC2)cc1	x	0%	x	8%	x	x	-9%	-2%	-3%
Cc1ccn2cc(-c3cccc(S(=O)(=O)N4CCCCC4)c3)nc2c1	5%	3%	0.0%	-9%	13%	-1%[11.4 µM]	-22%	3%	-5%
O=C(Nc1c(C(=O)Nc2ccc(F)cc2)oc2ccccc12)c1cc2ccccc2o1	14%	1%	-0.5%	-9%	30%	21%	-15%	-2%	u

Quoted from the results shown for reference:
SMILES	TrxR1 substrate	Vif-A3F inh	RXFP1 agonist	IDH1 R132H inh	TrxR1 inh	RGS4 inh	USP1-UAF1 inh	Vif-APOBEC3G blk	ALOX12 inh
CCn1c(=O)c2sccc2n(Cc2ccccc2)c1=O	0%	-9%	-0.7%	1%	3%	1%	-4%	-6%	x
COc1cc(C(=O)OCC(=O)Nc2ccc(SC(F)F)cc2)cc(OC)c1OC	-9%	1%	-0.7%	7%	-2%	17%	-18%	-2%	-12%

Other compounds:
SMILES	TrxR1 substrate	Vif-A3F inh	RXFP1 agonist	IDH1 R132H inh	TrxR1 inh	RGS4 inh	USP1-UAF1 inh	Vif-APOBEC3G blk	ALOX12 inh
COc1ccccc1C1CC(c2ccc(Cl)cc2)Nc2nc(N)nn21 (stereo not drawn)	2%[57.1 µM]	0%	0.2%	2%	7%	-17%	-4%	0%	-11%
COc1cccc2c1OC1(C)CC2NC(=O)N1c1cccc(C(=O)N2CCN(c3ccccn3)CC2)c1 (stereo not drawn)	6%	1%	0.1%	2%	8%	31%	-18%	-3%	-7%
COc1cc(Cl)c(C)cc1NC(=O)Cn1c2ncccc2c(=O)n1-c1ccccc1	9%[57.1 µM]	-16%	0.6%	-13%	23%[57.1 µM]	8%	-24%	1%	6%
O=C(CN1C(=O)c2cccnc2Oc2ccc(Cl)cc21)NCCCN1CCCCC1	-3%	0%	-1.7%	-11%	3%	4%	1%	0%	-6%
Cc1ccc(C(=O)OCC(=O)c2c[nH]c3ccccc23)cc1NC(=O)c1ccco1	2%[57.1 µM]	-1%	2.5%	-3%	0%[57.1 µM]	u	-4%	0%	11%
CN(CCc1ccccn1)S(=O)(=O)c1ccc2c3c(cccc13)C(=O)N2	116%[activator]	-6%	7.5%	-1%	-20%	14%	-3%	0%	0%
O=C(CCl)N(C1CCCC1)C1CCS(=O)(=O)C1 (stereo not drawn)	6%	-6%	-0.3%	1%	u	-34%	5%	-23%	-26%
CN(C)CCCCCCCCCCC(=O)/C=N/O	7%	-7%	x	4%	21%	25%	-11%	-1%	-16%
CC(C)N1C(=O)C2C(C(=O)NC3CCCCC3)C3C=CC2(O3)C1C(=O)NC1CCCCC1 (stereo not drawn)	8%	-2%	1.0%	7%	32%	-15%	-12%	1%	-15%
CCOc1ccc(C(=O)Nc2ccc(-c3cc4ccccc4oc3=O)c(C)c2)cc1[N+](=O)[O-]	-6%	-12%	1.7%	-3%	2%	13%	-16%	0%	-16%
Nc1c(C(=O)Nc2ccc(Br)cc2)sc2nc(-c3ccco3)ccc12	-5%	u	u	3%	-34%	-20%	-4%	u	u
CCC(Sc1ncnc2c1c(-c1ccccc1)cn2-c1ccc(OC)cc1)C(=O)OC (stereo not drawn)	2%	-12%	-2.3%	4%	1%	-13%	-24%	-6%	-20%
O=C1CC(c2c(F)cccc2Cl)c2c(ccc3ccccc23)N1 (stereo not drawn)	-5%	-2%	-0.1%	-21%	-6%	-12%	-25%	-8%	u

Compounds shown so far with a furan ring, fused or not:
SMILES	TrxR1 substrate	Vif-A3F inh	RXFP1 agonist	IDH1 R132H inh	TrxR1 inh	RGS4 inh	USP1-UAF1 inh	Vif-APOBEC3G blk	ALOX12 inh
CN(Cc1cn(-c2ccccc2)nc1-c1cc2ccccc2o1)C(=O)CCC(=O)O	82%	5%	3.9%	6%	21%[57.1 µM]	u	-16%	-2%	-4%
Cc1cc(C(=O)N2CCN(C(=O)c3ccco3)CC2)ccc1[N+](=O)[O-]	-4%	0%	0.3%	-2%	-7%	-4%	-11%	-2%	9%
O=C(Nc1c(C(=O)Nc2ccc(F)cc2)oc2ccccc12)c1cc2ccccc2o1	14%	1%	-0.5%	-9%	30%	21%	-15%	-2%	u
Cc1ccc(C(=O)OCC(=O)c2c[nH]c3ccccc23)cc1NC(=O)c1ccco1	2%[57.1 µM]	-1%	2.5%	-3%	0%[57.1 µM]	u	-4%	0%	11%
Nc1c(C(=O)Nc2ccc(Br)cc2)sc2nc(-c3ccco3)ccc12	-5%	u	u	3%	-34%	-20%	-4%	u	u

Screens from PubChem BioAssay.

This is a subset; count on the stated rates, not on these rows.
